Screening data from PubChem.
Gal4-VP16 FLuc: counter-screen for ROR gamma inhibitors: Gal4-VP16 reporter; Potency, µM (series often up to 53.6 µM), for the others: at the top dose activity, negative = inhibition, actives largely listed as inhibitors; 310,000 compounds, 3.5% hits; Drosophila S2 Gal4-VP16 UAS-luciferase, luminescence, 20 h;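 further: Gal4-VP16 expression switched on by copper sulfate through the metallothionein promoter; potency means the concentration at half of the fitted maximal effect; on the % scale 0 is the no-effect control and ±100 the full control effect; nearly all actives have a fitted effect of over 50% in size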
RORg inh: blocks mouse ROR gamma transcriptional activity; P51450; Drosophila S2 Gal4-RORgamma UAS-luciferase reporter, 20 h; Potency, µM (doses to about 53.6 µM), inactives show at the top dose activity change, negative = inhibition, hits mostly inhibitors; 310,000 compounds, 5.4% hits; AID 2551; further: potency means the concentration at half of the fitted maximal effect; on the % scale 0 is the no-effect control and ±100 the full control effect; nearly all actives have a fitted effect of over 60% in size
Target sequence (P51450 whole entry, looked up, the tested form may be a part): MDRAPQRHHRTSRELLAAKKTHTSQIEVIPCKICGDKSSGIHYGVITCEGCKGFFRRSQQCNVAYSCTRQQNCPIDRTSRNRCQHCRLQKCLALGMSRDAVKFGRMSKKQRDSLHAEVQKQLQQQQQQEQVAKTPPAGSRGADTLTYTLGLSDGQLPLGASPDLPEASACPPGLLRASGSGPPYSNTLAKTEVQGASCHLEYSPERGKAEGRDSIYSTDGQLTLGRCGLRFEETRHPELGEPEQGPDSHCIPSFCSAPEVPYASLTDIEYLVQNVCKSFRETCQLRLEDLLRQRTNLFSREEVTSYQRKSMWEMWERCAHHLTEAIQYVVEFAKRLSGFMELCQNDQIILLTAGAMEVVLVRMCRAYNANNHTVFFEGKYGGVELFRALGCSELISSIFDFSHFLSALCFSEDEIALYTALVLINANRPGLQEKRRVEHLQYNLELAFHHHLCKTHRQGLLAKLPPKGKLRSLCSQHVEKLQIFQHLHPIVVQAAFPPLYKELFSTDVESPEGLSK
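Drosophila Schneider cells stably carrying a metallothionein-driven Gal4 DBD–ROR gamma fusion and a UAS-Photinus luciferase reporter were exposed to compound for 1 hr, then induced with copper sulfate (700 uM final) for 20 hr at ambient temperature before luminescence reading.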
Tb PFK inh: inhibitors of T. brucei phosphofructokinase; O15648; T. brucei PFK, ADP-Glo luminescence; Potency, µM (highest dose often 57.5 µM), for the others: top-dose activity, negative = inhibition, usual class: inhibitors; 330,000 compounds, 0.17% hits; AID 485367;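 further: potency means the concentration at half of the fitted maximal effect; 0% = uninhibited 1x PFK enzyme wells and -100% = no-enzyme wells; nearly all actives have a fitted effect of over 60% in size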
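1.25 nM PFK with 0.5 mM F6P and 0.1 mM ATP in 0.1 M TEA pH 8.0, 5 mM MgCl2, incubated 45 min at room temperature; ADP measured by ADP-Glo luminescence; compounds titrated up to 57 uM.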
KCNH2 3.1 block: inhibitors of human KCNH2 3.1 potassium channel isoform; AID 720553; U2OS KCNH2 3.1, thallium flux FluxOr; stronger effect = lower value; activity change, % (tested at about 1.8 µM); 340,000 compounds, 0.95% hits;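 active means maximum activity change below -70%; inconclusive means maximum activity change from -70% to -50%; inactive means maximum activity change above -50%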;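 further: thallium influx rate constant from kinetic fluorescence after stimulation buffer; on the % scale 0 is the no-effect control and ±100 the full control effect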
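Thallium flux read-out: FluxOr dye with Red40 quencher in HBSS/HEPES, 45 min at RT. Rate constants from kinetic reads were normalized to positive and negative DMSO controls. Cells: U2OS virally expressing the 3.1 isoform.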
Rab9 prom act: activates the Rab9 promoter. Huh7 Rab9 promoter-luciferase reporter, luminescence, 24 h. Potency, µM (series often up to 9.22 µM), without a hit: at the top dose activation, negative = inhibition, actives largely listed as activators. 320,000 compounds, 2.8% hits; further: potency means the concentration at half of the fitted maximal effect; % of control where 0% means no effect; nearly all actives have a fitted effect of over 60% in size
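Huh7 cells stably carrying Rab9 promoter–luciferase reporter, plated 1500 cells/well, compound added after 2 h and incubated 24 h at 37 °C; luciferase luminescence then read after 10 min with detection reagent.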
Giardia kill: Giardia lamblia killing; AID 540267; Giardia lamblia trophozoite viability; 340,000 compounds, 0.15% hits; activity change, % at 7.66 µM, hits read low; in the data active means activity change below about -80%; inconclusive means between about -30% and that limit;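 further: parasites exposed to compound for two days anaerobically before the ATP read; on the % scale 0 is the no-effect control and ±100 the full control effect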
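Each well holds 100 Giardia trophozoites and compound. After two days (48 hrs) at 37 deg C in anaerobic conditions, ATP is quantified by luminescence.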
ELG1 genotoxic: induces genotoxicity in HEK293T cells with luciferase-tagged ELG1; 330,000 compounds, 1.3% hits; HEK293T ELG1-luciferase reporter, luminescence, 16 h; Potency, µM (doses to about 46 µM), for inactives: top-dose activity change, positive = activation, most hits filed as activators; further: potency means the concentration at half of the fitted maximal effect; % of control where 0% means no effect; nearly all actives have a fitted effect of over 60% in size
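Quantitative HTS format in 1536-well plates. HEK293T ELG1-luciferase reporter cells receive test compound and are incubated 16 hr at 37 °C, 5% CO2; ONE-Glo added, 30 min room temperature, then luminescence read.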
FLuc modulator: inhibits or activates purified firefly luciferase, miR-21 counter-screen. Potency, µM (doses to about 57.5 µM), without a hit: at the top dose activity change, negative = inhibition, most hits filed as inhibitors. P08659. 360,000 compounds, 6.9% hits. AID 588342. purified FLuc, Km substrates, luminescence inhibition;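 further: potency means the concentration at half of the fitted maximal effect; plate controls were vehicle for no effect and reference inhibitor for full effect; nearly all actives have a fitted effect of over 55% in size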
Target sequence (P08659 whole entry, looked up): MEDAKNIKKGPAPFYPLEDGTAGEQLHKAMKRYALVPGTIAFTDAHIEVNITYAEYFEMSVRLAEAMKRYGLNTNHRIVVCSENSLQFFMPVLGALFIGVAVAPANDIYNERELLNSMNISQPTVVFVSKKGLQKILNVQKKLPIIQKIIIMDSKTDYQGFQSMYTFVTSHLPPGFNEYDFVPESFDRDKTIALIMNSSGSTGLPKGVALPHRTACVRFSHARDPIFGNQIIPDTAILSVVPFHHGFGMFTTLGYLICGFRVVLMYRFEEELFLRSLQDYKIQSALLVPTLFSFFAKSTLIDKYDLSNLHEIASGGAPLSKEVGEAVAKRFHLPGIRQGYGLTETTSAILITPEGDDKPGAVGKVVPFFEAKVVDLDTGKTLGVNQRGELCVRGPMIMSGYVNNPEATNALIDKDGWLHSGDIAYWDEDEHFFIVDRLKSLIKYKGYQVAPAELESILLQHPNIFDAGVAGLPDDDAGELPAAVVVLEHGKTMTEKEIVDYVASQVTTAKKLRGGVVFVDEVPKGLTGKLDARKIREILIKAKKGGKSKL
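Biochemical qHTS of compounds, final roughly 60 µM downward over six points, against 10 nM purified firefly luciferase using Km concentrations of substrates (10 uM D-luciferin, 10 uM ATP) in Tris acetate pH 7.5 buffer; luminescence output.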
uPA surface inh: blocks generation of uPA at the cell surface; cell surface uPA generation assay, qHTS; Potency, µM (titrated, usually from 38.3 µM), inactives show at the highest dose activity change, negative = inhibition, hits mostly inhibitors; 330,000 compounds, 0.31% hits; active means well fitted inhibition curve with a large enough effect; inconclusive means small, poorly fitted or top-dose-only effect; inactive means no such curve, though single readings can be large or run the other way; tested in mouse RAW 264.7 cells; further: potency means the concentration at half of the fitted maximal effect; on the % scale 0 is the no-effect control and ±100 the full control effect; nearly all actives have a fitted effect of over 55% in size
Coupling enz: coupling enzyme interference in Giardia aldolase counter-screen | coupling enzyme system counterscreen, AmpLite Red fluorescence | activity change, negative = inhibition, % at 58.2 µM, hits read low | 290,000 compounds, 0.67% hits | AID 2472; in the data active means activity change below about -30%; further: on the % scale 0 is the no-effect control and ±100 the full control effect
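Counterscreen of the coupled detection system alone, without aldolase: glyceraldehyde-3-phosphate coupling enzymes plus AmpLite Red readout. Compounds at 57.5 uM final, 10 min RT preincubation, 20 min RT reaction, fluorescence 525/598 nm.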
NPC1 prom act: NPC1 promoter activation. Huh7 NPC1 promoter luciferase reporter, 24 h. Potency, µM (doses to about 9.22 µM), without a hit: at the top dose activation, most hits filed as activators. 320,000 compounds, 2.4% hits. AID 485313;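 further: potency means the concentration at half of the fitted maximal effect; % of control where 0% means no effect; nearly all actives have a fitted effect of over 60% in size; reporter is driven by a mutant NPC1 promoter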
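Compounds in DMSO were transferred onto Huh7 NPC1-luciferase reporter cells pre-incubated 2 h; after 24 h at 37 °C, Amplite reagent was dispensed and luminescence recorded 10 min later.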
* hit, by the source's call; ? = inconclusive; / = not tested or not shown; & = joins results of further samples; [ ] = dose if it differs, or a comment. Unless noted, the call rests on the fitted dose curve; in most records, active means well fitted curve in the direction sought with a large enough effect; inconclusive means small, poorly fitted or top-dose-only effect, or another doubt; inactive means no such curve, though single readings can be large; an effect the other way counts as inactive or inconclusive.

SMILES	Gal4-VP16 FLuc	RORg inh	Tb PFK inh	KCNH2 3.1 block	Rab9 prom act	Giardia kill	ELG1 genotoxic	FLuc modulator	uPA surface inh	Coupling enz	NPC1 prom act
CCN(C(=O)C1CSC2(C)CCC(=O)N12)c1nc2c(C)cccc2s1 (stereo not given)	/	/	1%	1	4%	15	1%	-1%	1%	/	-4%
CCN(CC)c1ccc(/C=N/NC(=O)c2c(Cl)c(C)nn2C)cc1	?	5.6µM*	0%	18	-2%	-4	-3%	-20%	-3%	1	-5%
CCOc1ccc(C(=O)NCC(=O)N2CCN(c3ccccc3O)CC2)cc1	16%	-34%	1%	12	0%	-7	-1%	-2%	0%	3	-1%
CC1(C)CC(=O)C2=C(C1)OC1=C(C(=O)CC(C)(C)C1)C2c1ccc(O)c([N+](=O)[O-])c1	3%	1%	0%	0	-5%	29	5%	-12%	3%	5	0%
O=C(O)CCC(=O)Nc1ccc(Br)cc1C(=O)c1ccc(Cl)cc1	-13%	2%	2%	15	-2%	-6	-3%	-1%	1%	-4	-2%
Cc1cc(Cl)ccc1OCCCC(=O)NCc1ccccn1	0%	16%	0%	-14	0%	12	5%	-11%	8%	2	-6%
CCN(CC(=O)NC1CC1)S(=O)(=O)c1ccccc1	-9%	-14%	-10%	2	-1%	-4	-1%	7%	6%	/	2%
CCOc1ccc(/C=C/C(=O)OC(C)C(=O)NC2CCCCC2C)cc1OC (stereo not given)	/	/	-1%	16	1%	7	0%	1%	1%	/	-8%
CCOc1cc(/C=N/O)cc(Br)c1OCC(=O)NCc1ccccc1	-4%	-13%	2%	5	2%	-14	0%	1%	6%	9	2%
Nc1cc(Cl)ccc1C(=O)OCC(=O)N1CCCC1	29%	1%	0%	22	?	8	?	?	0%	0	18%
c1ccc(C2[C@H]3CN(CC4CCCCC4)[C@H](c4ccccc4)C34CC2(c2cccnc2)C4)cc1 (stereo not given in full)	-4%&-1%	-28%&2%	4%	-5	0%	10	-2%	0%	1%	3&2	-2%
O=C(NCc1ccccc1Cl)c1cnccn1	-2%	29%	10%	6	7%	-7	0%	5%	-4%	-1	-6%
CCN(Cc1cnn(C)c1)C(=O)CC1C(=O)NCCN1Cc1cccc(OC)c1OC (stereo not given)	-3%	-22%	-2%	-16	-5%	-21	1%	0%	-4%	0	-1%
C/C(=N\NC(=S)NCc1ccccc1)c1ccc(Cl)cc1	0.79µM*	3.5µM*	-2%	-15	3%	1	-3%	-3%	1%	1	-5%
CC(C)Cn1c(CN2CCN(c3ccccc3F)CC2)nc2c1c(=O)[nH]c(=O)n2C	-9%	?	1%	6	-6%	-11	8%	0%	5%	0	-4%
Cc1cccc(NC2=NCC(=O)N2Cc2ccccc2)c1	0%	12%	0%	-17	1%	19	2%	-2%	-1%	-1	-4%
CCn1ccc(C(=O)N2CCOCC2)n1	-19%	1%	0%	3	1%	7	-2%	1%	1%	-1	-3%
O=C(NC1CCS(=O)(=O)C1)c1cccc(S(=O)(=O)N2CCCCCC2)c1 (stereo not given)	-10%	2%	4%	15	2%	-18	1%	-2%	2%	0	-2%
COc1ccc(NS(=O)(=O)c2cc(NC(=O)CC3CCCC3)ccc2N2CCOCC2)cc1	-8%	?	-1%	-19	4%	9	-6%	-1%	-2%	-8	-11%
COc1cc(C(=O)N2CCC(NC(=O)C(Cc3ccccc3)NC(C)=O)CC2)cc(OC)c1OC (stereo not given)	-5%	-1%[10 µM]	-3%	10	-9%	-5	2%	0%	/	1	0%
CCOC(=O)N1CCN(C(=O)CCC(=O)N2CCOc3ccc(C)cc32)CC1	-2%	22%	5%	12	-15%	-6	-1%	2%	2%	6	-2%
OCC[C@H]1C[C@H](O)[C@@H](O)[C@]2(CCCc3ccccc3O2)O1	/	/	0%	-14	-1%	-5	3%	2%	5%	/	-2%
O=C(Cc1c(O)c2ccccc2[nH]c1=O)N(Cc1ccccc1)Cc1ccccc1	-1%	-12%	0%	-12	0%	7	-1%	-3%	/	13	-8%
O=C(Nc1c[nH]c(=O)[nH]c1=O)c1ccc([N+](=O)[O-])cc1	2%	-1%	2%	1	-3%	-7	0%	-4%	7%	-2	3%
CCOC(=O)C1CCN(C(=S)Nc2ccc(C)cc2)CC1	-11%	?	-1%	-7	-2%	7	-4%	?	-7%	-1	0%
COc1ccc(C(=O)NC(=S)N2CCNC(=O)C2CC(=O)OC(C)C)cc1 (stereo not given)	10µM*	4.5µM*	-1%	-5	0%	2	6%	-1%	3%	/	-1%
CCCC(=Nc1ccccc1)C1=C(O)C(C(=O)OC)C(C)(C)CC1=O (stereo not given)	1%	-6%	0%	-5	16%	-1	-2%	1%	-5%	-3	0%
C[C@@H]1CC=C[C@H]2[C@H]1C(=O)N(Cc1ccccc1)[C@H]2c1ccc(C(F)(F)F)cc1	7%	?	2%	-12	-13%	18	-10%	-1%	-1%	1	0%
COc1ccccc1OCC(=O)Nc1cccc(S(=O)(=O)NC2=NCCCCC2)c1	/	/	-4%	-1	0%	4	0%	-13%	2%	/	-1%
COc1cc(/C=C2\C(=O)N(c3ccccc3)N=C2C)ccc1Oc1ccc([N+](=O)[O-])cc1[N+](=O)[O-]	-28%	-35%	8%	8	4%	-14	2%	?	-7%	-16	0%
Cc1c(NC(=O)c2ccc(N3C(=O)C4C5C=CC(C5)C4C3=O)cc2)c(=O)n(-c2ccccc2)n1C (stereo not given)	-7%	8%	4%	16	8%	-7	3%	14%	0%	3	-4%
COc1ccc(C)cc1NC(=O)C1CCN(C(=O)C2CC(=O)N(c3ccc(C)cc3)C2)CC1 (stereo not given)	-8%	2%	-7%	-3	-2%	2	0%	2%	-3%	0	0%
CCOC(=O)N1c2ccccc2C=CC1OCC (stereo not given)	-1%	9%	-7%	/	-7%	/	2%	-2%	/	-1	-2%
C=CCn1c(=S)[nH]c2sc3c(c2c1=O)CCC3	?	0.1µM*	-1%	4	4%	13	0%	?	0%	3	5%
CC(=O)Nc1ccc(NC(=O)CSc2nnc(CC(C)O)n2-c2ccccc2)cc1 (stereo not given)	-3%	-29%	1%	7	-4%	-2	-5%	2%	16%	2	-1%
O=C(CSc1nc(-c2ccccc2)cc(C(F)(F)F)n1)c1cccc([N+](=O)[O-])c1	-4%	11%	3%	-17	1%	-2	-1%	0%	4%	0	0%
COc1ccccc1N1CCN(C(=O)C2CCN(S(=O)(=O)c3ccc4c(c3)CC(C)N4C(=O)C3CC3)CC2)CC1 (stereo not given)	-8%	?	-2%	6	-10%	-11	-14%	-1%	-15%	-1	-4%
O=C(Nc1cccc(Cl)c1N1CCOCC1)c1cccs1	0%	-10%	0%	8	0%	-14	-10%	-6%	-5%	/	-5%
CCc1ccc(NC(=O)C(CC)c2ccccc2)cc1 (stereo not given)	2%	-6%	1%	-10	-1%	9	-1%	-10%	6%	-2	1%
Cc1cccc(C)c1NC(=O)CSc1nc(-c2ccco2)cc(C(F)(F)F)n1	-9%	-17%	1%	-11	-5%	10	-1%	-1%	-1%	4	-19%
COC(=O)c1ccccc1NC(=O)C/C(C)=N/NC(=O)Cc1ccc(Cl)cc1	-24%	?	?	/	-2%	/	-8%	-2%	/	8	1%
Cc1c(O)nc(SCC(=O)Nc2nccs2)n(-c2ccccc2F)c1=O	5%	-4%	0%	0	-7%	-7	0%	-5%	-1%	/	-2%
CC(C)CCNC(=O)C12CN(Cc3ccccc3)CC1C(c1cccc([N+](=O)[O-])c1)=NO2 (stereo not given)	4%	28%	-3%	-32	0%	4	-5%	2%	-9%	-2	-3%
COc1ccccc1C(=O)N/C(=C/c1ccc(Br)cc1)C(=O)N1CCCC1	2%	3%	-7%	10	0%	5	-1%	-9%	-12%	2	4%
COc1ccc(CNC(=O)CN2C(=O)NC(Cc3ccccc3)(c3ccccc3)C2=O)cc1OC (stereo not given)	/	/	-5%	11	-4%	0	0%	5%	7%	/	0%
O=C(CN1C(=O)/C(=C/c2ccccc2)SC1=S)NNC(=O)c1ccccc1O	-18%	23%	-1%	0	-2%	8	-1%	?	-1%	3	-2%
CCc1noc(C)c1C(=O)Nc1nc(-c2ccc(OC)cc2)cs1	/	/	-1%	0	4%	5	-5%	-15%	1%	/	-7%

Quoted at random: 2 compounds from above, in no set order.
SMILES	Gal4-VP16 FLuc	RORg inh	Tb PFK inh	KCNH2 3.1 block	Rab9 prom act	Giardia kill	ELG1 genotoxic	FLuc modulator	uPA surface inh	Coupling enz	NPC1 prom act
O=C(NCc1ccccc1Cl)c1cnccn1	-2%	29%	10%	6	7%	-7	0%	5%	-4%	-1	-6%
O=C(CN1C(=O)/C(=C/c2ccccc2)SC1=S)NNC(=O)c1ccccc1O	-18%	23%	-1%	0	-2%	8	-1%	?	-1%	3	-2%

Rows were taken by chance (roughly 14% active in at least one column).
